# PLC-gamma1 inh: blocks human PLC-gamma1 enzyme activity; AID 720700; P19174; purified PLC-gamma1, fluorogenic substrate, fluorescence; hit rate 0.84% among 370,000; inhibition, % at 12.2 µM; in the data active = inhibition above about 9.5%
# proKLK7 act: activates the human kallikrein-7 zymogen; activation, % at 7 µM; P49862; purified proKLK7, EDANS-DABCYL substrate fluorescence; 100% is mature enzyme control, 0% vehicle; AID 652039; hit rate 0.9% among 370,000;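 active = activation above the mean of all tested compounds plus 3 SD, computed per campaign excluding outliers beyond control limits, cut at about 13% in these data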
# PLC-beta3 inh: PLC-beta3 (human) inhibition, primary screen. Q01970. inhibition, % at 12.2 µM. hit rate 0.18% among 370,000. Purified PLC-beta3, fluorogenic substrate, fluorescence; in the data active = inhibition above about 11%;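 note: 0% = median of compound wells on plate and 100% = full blocker control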
# ARFGAP1 inhibitor: rat ARFGAP1 inhibition; Q62848; Arfgap1-stimulated ARF1 GTP hydrolysis, GDP FP detection; inhibition, % at 16.5 µM; hit rate 0.26% among 360,000; AID 651572;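 active = inhibition above a per-plate limit, mean inhibition of low control wells plus 3 SD, cut at about 25% in these data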;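 note: 0% = DMSO wells with enzyme and 100% = wells lacking Arfgap1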
# Target sequence (Q62848 1-136 limits assumed): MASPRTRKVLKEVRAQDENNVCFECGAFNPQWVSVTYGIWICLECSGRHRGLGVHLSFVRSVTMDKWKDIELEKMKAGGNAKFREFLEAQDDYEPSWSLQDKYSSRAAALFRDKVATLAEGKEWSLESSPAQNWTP
#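 Material – truncated rat Arfgap1 GAP domain · Buffer or medium – HEPES-based buffer, pH 7.5 · Reagent – human ARF1(Δ1-17)-GTP substrate · Dosing – 16.5 µM single point, 1.26% DMSO · Schedule – GTP hydrolysis reaction 2 h at 25 °C · Technique – GDP detection by fluorescence polarization · Benchmarks – No-Arfgap1 wells (100%) versus DMSO full-reaction wells (0%) · Repeats – single replicate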
# Tn6 DDE FP: inhibitors of Tn6 peptide binding to human fibrin DD(E) | P02675 | Fibrin DD(E) TRITC-Tn6 fluorescence polarization displacement | inhibition, % at 8.3 µM | hit rate 0.21% among 370,000 | AID 720509;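 active = inhibition above a per-campaign cutoff: mean of compounds within control limits plus 3 SD, cut at about 15% in these data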;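 note: 0% = median of all compound wells on the plate and 100% = blocking peptide control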
# NR1D1 modulator: modulates human Rev-erb alpha binding to DNA; Rev-erbα–FITC-DNA binding, fluorescence polarization, 90 min; hit rate 0.79% among 370,000; activity, % at 10 µM;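 active = activity above about 14%, limit read from the data; passing the limit was not always enough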;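 note: 0% = DMSO wells with 35 nM protein and 100% = DMSO wells with 750 nM protein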
# UHRF1 MBD2 ctr: UHRF1 methyl-DNA binding inhibition. Q96T88. UHRF1 binding to methylated oligo, TR-FRET. inhibition, % at 4.4 µM. hit rate 0.75% among 370,000. AID 687016; in the data active = inhibition above about 21%;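 note: UHRF1 SRA domain binding a hemimethylated CpG hairpin DNA probe; 0% = median of test compound wells and 100% = reference inhibitor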
# Target sequence (Q96T88 whole entry, looked up, the tested form may be a part): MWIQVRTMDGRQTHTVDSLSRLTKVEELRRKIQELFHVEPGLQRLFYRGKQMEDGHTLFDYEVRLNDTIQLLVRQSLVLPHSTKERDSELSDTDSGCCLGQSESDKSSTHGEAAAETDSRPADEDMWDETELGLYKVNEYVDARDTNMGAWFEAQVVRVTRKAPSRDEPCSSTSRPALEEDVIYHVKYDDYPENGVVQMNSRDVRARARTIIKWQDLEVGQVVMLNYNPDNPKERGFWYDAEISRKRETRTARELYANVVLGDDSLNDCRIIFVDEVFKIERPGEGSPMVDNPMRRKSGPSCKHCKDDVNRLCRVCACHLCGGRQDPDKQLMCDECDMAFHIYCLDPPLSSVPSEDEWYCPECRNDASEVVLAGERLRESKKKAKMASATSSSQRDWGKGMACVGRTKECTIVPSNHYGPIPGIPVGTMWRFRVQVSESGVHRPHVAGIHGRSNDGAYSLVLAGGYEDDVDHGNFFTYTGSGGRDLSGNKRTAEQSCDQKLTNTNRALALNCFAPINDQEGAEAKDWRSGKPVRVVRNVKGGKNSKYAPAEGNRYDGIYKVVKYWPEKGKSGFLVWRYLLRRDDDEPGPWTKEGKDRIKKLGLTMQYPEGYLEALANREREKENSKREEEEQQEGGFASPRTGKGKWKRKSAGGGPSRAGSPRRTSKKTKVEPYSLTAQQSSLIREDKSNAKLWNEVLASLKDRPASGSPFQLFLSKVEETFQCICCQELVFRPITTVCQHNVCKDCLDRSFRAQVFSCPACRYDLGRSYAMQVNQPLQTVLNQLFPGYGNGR
# Tn7 DDE FP: DD(E)-Tn7 binding inhibition, primary FP screen | P02675 | FP displacement of FITC-Tn7 peptide from fibrin DD(E); 0% = median of compound wells per plate | inhibition, % at 8.3 µM | hit rate 0.13% among 370,000;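 active = inhibition above the mean of compounds falling within the control limits plus 3 SD of them, cut at about 14% in these data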;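 note: 0% = plate median of compound wells and 100% = 10 µM Aha-Tn7 peptide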
#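 Also added: labelled Tn7 tracer, 0.1 µM; Assay system: human fibrin DD(E) protein; Amount: 2 µM fibrin DD(E); Schedule: 10 min compound pre-incubation, 3 h probe incubation at room temperature; Repeats: one replicate per compound; Read-out basis: percent inhibition; Measured by: fluorescence polarization of the labelled Tn7 tracer.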
# sPLA2-III inh: Blocks human group III sPLA2 activity. Q9NZ20. QFRET BODIPY PC-A2 liposome hydrolysis, fluorescence. inhibition, % at 12.2 µM. hit rate 0.56% among 370,000;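 active = inhibition above mean plus 3 SD of compounds lying within the high and low control bounds, cut at about 19% in these data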;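 note: 0% = median of test compound wells and 100% = no enzyme DMSO wells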
# ASAP1 inh: blocks human ASAP1-stimulated Arf1 GTP hydrolysis | hit rate 0.19% among 360,000 | GDP FP detection | AID 624377 | inhibition, % at 16.5 µM; in the data active = inhibition above about 25%;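 note: 0% = vehicle with enzyme and substrate and 100% = no enzyme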
# * hit, by the source's call; · = no result given; & = joins results of further samples. Compounds as they come. About 4.5% of those tested had a hit in this group.
# The opening four compounds as a preview:
SMILES,PLC-gamma1 inh,proKLK7 act,PLC-beta3 inh,ARFGAP1 inhibitor,Tn6 DDE FP,NR1D1 modulator,UHRF1 MBD2 ctr,Tn7 DDE FP,sPLA2-III inh,ASAP1 inh
Cc1cccc(C(=O)NCC(=O)N2CCCC2)c1,-1.1,-0.3,-3.2,-7.3,12.0,1.1,-1.7,4.7,0.9,-7.6
COc1ccccc1NS(=O)(=O)c1cc(N2Cc3ccccc3C2=N)ccc1N1CCOCC1,6.6,-0.2,-11.5,5.0,-3.8,-2.5,5.0,3.1,-6.0,-3.4
O=C(CSc1nnc2scc(-c3ccccc3)n12)N1CCCc2ccccc21,-2.1,0.8,1.3,-13.7,-2.5,-2.7,-1.9,-4.0,0.3,-12.3
Nc1nnc(SCc2cn3cc(Cl)ccc3n2)s1,3.3,-0.8,-0.2,6.3,0.3,6.0,2.1,-2.1,0.9,13.1

# All compounds of this part, previewed entries included:
SMILES,PLC-gamma1 inh,proKLK7 act,PLC-beta3 inh,ARFGAP1 inhibitor,Tn6 DDE FP,NR1D1 modulator,UHRF1 MBD2 ctr,Tn7 DDE FP,sPLA2-III inh,ASAP1 inh
Cc1cccc(C(=O)NCC(=O)N2CCCC2)c1,-1.1,-0.3,-3.2,-7.3,12.0,1.1,-1.7,4.7,0.9,-7.6
COc1ccccc1NS(=O)(=O)c1cc(N2Cc3ccccc3C2=N)ccc1N1CCOCC1,6.6,-0.2,-11.5,5.0,-3.8,-2.5,5.0,3.1,-6.0,-3.4
O=C(CSc1nnc2scc(-c3ccccc3)n12)N1CCCc2ccccc21,-2.1,0.8,1.3,-13.7,-2.5,-2.7,-1.9,-4.0,0.3,-12.3
Nc1nnc(SCc2cn3cc(Cl)ccc3n2)s1,3.3,-0.8,-0.2,6.3,0.3,6.0,2.1,-2.1,0.9,13.1
O=C(Nc1ccc(S(=O)(=O)Nc2ncccn2)cc1)C1CC(=O)N(c2ccc(Cl)cc2)C1 (centres undefined),-2.1,-0.2,-3.1,-7.0,16.6*,-3.5,1.2,5.1,-2.1,10.9
COC(=O)c1sccc1NC(=S)Nc1cccc(F)c1,2.7,0.2,-5.0,6.5,-1.7,2.7,2.7,-6.8,19.3*,-2.6
COC(=O)CC1C(=O)NC2CCCCC2N1C(=O)c1ccccc1 (centres undefined),1.5,0.6,-0.6,-3.3,1.6,5.3,-0.4,1.0,1.2,9.8
C#CC[N+](C)(C)CCCCCCCC,-3.0,-0.6,0.7,10.9,-11.4,-3.6,7.8,1.3,7.3,2.6
O=C(NCCCc1ccccc1)O[C@@H]1CC[C@@]23CCCN2C(=O)CCC[C@H]3C1,3.7,·,0.7,·,-0.2,-4.3,5.3,-6.0,0.2,·
C/C(=N\NC(=S)NCc1ccccc1)c1ccc2ccccc2c1OC(F)F,0.0,-0.9,-13.0,-0.6,-9.5,-0.8,3.6,-3.2,-8.8,1.4
Cc1ccc(NCc2nc3ccccc3n2C)c(C)c1,3.8,0.0,-2.0,2.3,5.0,-3.2,1.6,-2.2,7.1,-7.5
Cc1nn(CC2CC2)c(=O)n1-c1ccc(Cl)cc1,4.5,-0.2,2.4,4.6,5.0,1.8,2.5,-8.4,9.7,-2.1
COC(=O)C1C(=O)c2c([nH]c(C(=O)OC3CCCCC3)c2C)CC1C (centres undefined),2.2,0.0,0.5,-7.4,0.7,1.4,3.4,-1.5,5.9,11.8
COc1ccccc1/C=C/C(=O)OC(C)CN1CCOCC1 (centres undefined),-60.0,1.0,-74.8,-15.8,-11.2,-2.5,-0.8,-2.7,3.2,-0.7
CC(=O)Nc1ccccc1Sc1ccccc1,-1.7,0.0,2.9,-15.2,-1.1,-5.7,-0.9,-1.1,-1.9,0.3
Cn1cc([N+](=O)[O-])c(C(=O)NCc2cc3ccccc3[nH]2)n1,0.4,-0.2,3.9,-2.2,1.1,-3.2,0.7,4.7,-4.0,1.2
Cc1ccc(SC[C@H](C)CN2CC[C@H](NC(=O)OCc3ccccc3)CCC2=O)cc1,1.8,0.2,4.4,1.7,-6.0,-2.6,-2.2,4.1,2.9,4.9
O=C(/C=C/c1ccco1)NC(=S)Nc1cc(-c2nc3ccccc3s2)ccc1Cl,-29.4,-0.5,-33.9,1.7,1.6,-1.1,2.5,-1.1,8.2,-1.4
CC[C@]12CCCN3CCc4c(n(c5ccccc45)C(=O)C1)[C@@H]32,-0.7,1.3,-6.8,18.8,0.6,-3.0&0.3,6.4,-6.1,2.2,-6.2
O=C(OCc1ccc(Br)cc1)c1cc([N+](=O)[O-])ccc1N1CCOCC1,0.6,0.3,5.7,-13.7,0.8,2.7,1.1,9.9,-6.8,-8.5
Clc1ccc(CNc2cnccn2)cc1Cl,-63.7,-3.1,-83.5,-1.8,-2.9,12.3,-1.9,6.8,-1.2,-1.9
Cc1c(Br)c([N+](=O)[O-])nn1C(C)C(=O)NCC1CCCO1 (centres undefined),-0.7,0.4,-4.0,-8.3,-2.1,-4.6,-1.3,2.3,1.1,-7.0
COc1ccc(C(=O)N2CCOC2CNC(=O)C(=O)NCc2ccccc2)cc1 (centres undefined),1.3,0.6,2.3,-8.8,12.5,2.7,-1.7,4.1,-2.8,-8.8
Cc1cccc(N2CCN(C(=O)C3CCCCC3)CC2)c1C,2.5,-0.5,-0.2,1.7,-0.6,1.5,-1.4,-5.3,3.3,4.5
COc1ccc(CNC(=O)[C@@H](Cc2ccccc2)NC(=O)[C@H]2O[C@@H](n3cnc4c(=O)[nH]c(N)nc43)[C@H](O)[C@@H]2O)cc1,3.0,-0.2,0.9,-5.4,-3.0,-4.1,-2.0,0.5,-4.3,-3.9
COc1ccccc1CCn1cnc(-c2ccc(F)cc2)c1CC(C)C,0.7,0.4,2.2,1.2,-3.1,1.0,2.7,-0.3,-0.3,-1.3
O=C(CCSc1nnc2scc(-c3ccccc3)n12)NCc1ccc2c(c1)OCO2,-0.9,-0.3,5.4,-1.4,7.2,-1.2,1.3,-5.6,1.8,-8.7
CCN(CC(=O)Nc1ccc2c(c1)OCCO2)C(=O)c1ccc(C)c(S(=O)(=O)N2CCOCC2)c1,6.2,0.6,7.7,4.1,8.2,-5.5,0.8,1.0,3.3,5.5
COCCNC(=O)C1(C)CCCN(C(=O)c2cccc(C#N)c2)C1 (centres undefined),0.8,-0.1,1.1,2.5,-2.6,9.5,0.6,-2.7,9.7,-9.0
CCN1CCN(S(=O)(=O)c2ccc(Cl)c(C(=O)N(C)CC(=O)Nc3c(C)cccc3C)c2)CC1,-2.2,-0.1,-9.8,4.6,-0.8,8.3,0.4,0.5,13.3,6.1
CCOC(=O)N1CCN(C(=O)Nc2ccccc2Cl)CC1,1.4,0.0,1.4,4.8,-4.8,-7.2,5.8,-6.5,4.1,1.5
COc1cc(C2c3c(oc4ccccc4c3=O)C(=O)N2CCN2CCOCC2)cc(OC)c1OC (centres undefined),-64.0,0.0,-85.6,-1.7,-0.9,7.1,-4.1,-1.9,1.8,-7.5
COc1ccc(Oc2ccc(C(F)(F)F)cc2NC(=O)CC(CC(=O)O)c2ccccc2)cc1 (centres undefined),-0.3,-0.4,-3.0,8.8,1.5,2.0,-3.7,8.5,-20.1,16.8
COc1ccccc1OCC(=O)NNC(=O)c1c(-c2ccccc2Cl)noc1C,0.6,0.0,-1.2,19.9,-2.6,0.3,-0.8,-3.9,-3.6,4.0
Cc1ccc(N2C(=O)C(Cc3ccc(O)cc3)NC2=S)cc1C (centres undefined),1.2,-0.7,-0.6,6.5,-9.7,3.5,2.7,-2.8,-63.8,3.1
COc1cccc(CN(C)C(=O)c2cc(S(=O)(=O)N3CCN(c4ccccc4)CC3)ccc2Cl)c1,-1.7,0.2,-10.1,-3.6,-1.4,-5.5,5.2,4.2,-7.6,9.2
COP(=O)(OC)C(Nc1ccc(C)cc1)c1ccc(Br)cc1 (centres undefined),-0.4,0.2,-6.7,0.5,-3.9,-4.6,1.6,0.3,-1.1,5.8
CC(=O)c1ccc(N2CCN(c3ccc(S(=O)(=O)NCCN(C)C)cc3[N+](=O)[O-])CC2)cc1,-2.0,-0.2,-1.4,-7.0,-4.0,10.1,-7.9,2.9,-7.0,-9.9
FC(F)(F)c1ccc(CN2C[C@@H]3C(c4ccc(C(F)(F)F)cc4)C4(c5cccnc5)CC3(C4)[C@H]2c2ccccc2)cc1 (some centres undefined),3.1,-0.4,6.8,1.4,-1.0,0.4,0.5,-7.4,0.8,12.1
COc1cccc(CNC(=O)CSc2nc(=O)n(Cc3ccncc3)c3c2CCC3)c1,-1.2,0.0,-5.4,-13.0,-1.0,-3.7,-0.5,-8.3,-4.8,-8.2
CCOC(=O)C1(CCOc2ccccc2)CCN(Cc2ccc(C)o2)CC1,-4.0,0.2,-6.5,4.0,-3.0,4.3,3.9,-2.7,0.1,6.3
CCOc1ccc(N2C(=O)c3cccnc3C2Nc2ccc(F)cc2)cc1 (centres undefined),0.9,0.1,-1.5,-0.9,-9.1,-3.5,-2.4,-3.2,-7.0,-9.1
Cc1cc(Cl)c(S(N)(=O)=O)cc1OCC(N)=O,0.0,0.3,4.2,7.8,2.4,-3.5,-1.6,-1.7,1.7,-13.7
CC(=O)Nc1cccc(NC(=O)c2cccc(Cl)c2)c1,0.3,0.5,2.7,-1.6,1.0,1.3,-1.7,4.0,-1.2,-5.3
CC(=O)c1c(O)c(C)c(O)c2c1OC1=CC(=O)/C(=C(/C)N)C(=O)C12C (centres undefined),-2.9,0.0,-3.5,1.9,5.1,10.7,-2.0,3.2,2.8,-5.0
CCCCCCCCN1C(=O)[C@H](CC(=O)NCc2cccc(C(F)(F)F)c2)C[C@@]2(C(=O)OCC)CCC=C12,-3.9,0.6,-1.7,5.5,-2.4,2.4,-1.5,2.2,-15.8,6.1
O=C(Nc1ccc(O)c2c(=O)cc(-c3cccc(Cl)c3)oc12)c1ccccc1Cl,2.1,0.4,1.9,1.2,0.5,0.5,-0.3,-1.6,0.1,16.9
CCOC(=O)[C@]12CCCCC/C=C\1N(Cc1ccc(OC)cc1)C(=O)[C@H]2CC(=O)NCc1cccs1,9.5*,1.0,4.4,·,7.9,-4.0,-0.6,3.4,-8.9,·
COc1ccc2nc(Cl)c(C3CC(c4ccco4)=NN3C(=O)CCCC(=O)O)cc2c1 (centres undefined),1.5,0.1,-3.2,-2.1,-2.6,-2.8,-0.2,-8.7,-3.3,7.6
COc1ccc(Cn2nnnc2C(c2cc(OC)ccc2OC)N2CCC(C(N)=O)CC2)cc1 (centres undefined),2.4,-0.9,-1.5,7.5,-1.3,-2.5,1.8,-1.6,9.9,-3.8
COc1ccc(-n2nc(C(=O)NCC(=O)NCc3ccc(F)cc3)c3ccccc3c2=O)cc1OC,-3.8,0.2,-13.8,138.9*,4.2,54.0*,6.6,5.0,7.9,43.3*
Cn1c(NNC(=O)c2c(F)cccc2F)cc(=O)n(C)c1=O,-28.6,0.1,-4.7,-8.0,-7.1,0.4,-3.1,-13.8,-4.2,8.5
